Screening data as filed in PubChem.
FLuc stim CS: affects firefly luciferase, flagging false hits in luciferase stimulation screens. ATPlite luciferase biochemical, luminescence, 10 min; 0 = ATP-free wells, 1 = DMSO control. activation factor at 10 µM. P08659. 200,000 tested, under 10 active;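 active means luciferase activation factor, scaled between plate controls, of at least 2 with compound at 10 µM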
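System: Luciferase/luciferin detection reagent, cell-free biochemical luciferase assay | Medium: PBS buffer for ATP | Dosing: Test compounds dosed from 2 mM stocks in 100% DMSO | Timing: 10 min at ambient temperature | Signal: Luminescence measurement of luciferase light output | Evaluation: Luciferase activation, seen as luminescence increase over controls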
APP 5UTR inh: APP translation inhibition; 190,000 compounds, 0.82% hits; SH-SY5Y APP 5'UTR-luciferase reporter, luminescence; inhibition, % at 2 µM;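 active means inhibition above a set limit, derived from the sample mean plus 3 SD, cut at about 45% in these data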; further: values of inactives mirror those of a sister screen read the other way
Diaphorase act: counter-screen for diaphorase-based assays: diaphorase activators and chemical reducers; Diaphorase/resazurin coupled assay, resorufin fluorescence, 16 min; active compounds read high; 1 = vehicle wells, 0 = NADH-free wells; activation factor at 20 µM; 190,000 compounds, 0.005% hits; AID 1229;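 active means diaphorase activity raised at least twofold by the compound at 20 µM; inactive means activation factor below 2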
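Material: purified diaphorase enzyme from Clostridium kluyveri; Also added: 0.114 mM NADH and 0.1 mM resazurin, final amounts; Doses: single compound dose of 20 µM, 1% DMSO final; Times: 16 min enzyme reaction, ambient temperature; Detection: resorufin fluorescence, excitation 544 nm, emission 590 nm; Measure: increased resorufin signal from activators or reducing compounds.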
NF-kB expr up: compounds increasing NF-kB expression in human neuronal cells | 190,000 compounds, 1.6% hits | NF-kB reporter expression; active compounds read high | fold change at 12.5 µM; in the data active means fold change above about 3.3
G6PDH counter: inhibits Leuconostoc G6PDH, flagging false hits in G6PDH-based assays; 200,000 compounds, 0.12% hits; AID 1020; inhibition, % at 5 µM; Purified L. mesenteroides G6PDH, diaphorase/resazurin coupled fluorescence, 45 min; in the data active means inhibition above about 50%
TLR4-MyD88 BLA: blocks binding of human TLR4 to MyD88 | AID 861 | HeLa CL3-4 TLR4/MyD88 BLA complementation, FRET ratio | 200,000 compounds, 0.18% hits | inhibition, % at 8.4 µM; in the data active means inhibition above about 25%;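 further: 0% = vehicle and 100% = reference inhibitor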
Target sequence (O00206 whole entry, looked up): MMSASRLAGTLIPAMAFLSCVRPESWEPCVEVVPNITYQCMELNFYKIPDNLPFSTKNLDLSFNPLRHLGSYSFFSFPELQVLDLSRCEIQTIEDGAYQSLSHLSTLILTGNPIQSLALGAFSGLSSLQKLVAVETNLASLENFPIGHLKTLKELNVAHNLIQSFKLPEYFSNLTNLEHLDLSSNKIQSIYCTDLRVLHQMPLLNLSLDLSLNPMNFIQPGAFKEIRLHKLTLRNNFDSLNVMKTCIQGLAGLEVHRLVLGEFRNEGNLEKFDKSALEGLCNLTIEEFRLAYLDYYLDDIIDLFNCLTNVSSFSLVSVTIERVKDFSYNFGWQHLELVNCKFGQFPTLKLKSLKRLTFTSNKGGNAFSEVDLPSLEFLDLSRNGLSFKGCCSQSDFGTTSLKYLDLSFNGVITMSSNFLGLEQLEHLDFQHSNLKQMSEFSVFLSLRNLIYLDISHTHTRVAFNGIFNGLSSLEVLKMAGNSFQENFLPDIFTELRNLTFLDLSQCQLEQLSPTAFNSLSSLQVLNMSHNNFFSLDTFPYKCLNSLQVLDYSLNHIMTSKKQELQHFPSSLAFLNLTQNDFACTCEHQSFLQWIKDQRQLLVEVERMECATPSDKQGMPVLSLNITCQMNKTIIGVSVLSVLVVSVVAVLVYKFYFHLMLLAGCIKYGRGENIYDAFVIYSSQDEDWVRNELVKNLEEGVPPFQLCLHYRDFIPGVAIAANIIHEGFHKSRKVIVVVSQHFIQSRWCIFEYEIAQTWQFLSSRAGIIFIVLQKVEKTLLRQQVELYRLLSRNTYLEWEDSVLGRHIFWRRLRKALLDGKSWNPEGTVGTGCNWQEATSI
Target sequence (Q99836 whole entry, looked up): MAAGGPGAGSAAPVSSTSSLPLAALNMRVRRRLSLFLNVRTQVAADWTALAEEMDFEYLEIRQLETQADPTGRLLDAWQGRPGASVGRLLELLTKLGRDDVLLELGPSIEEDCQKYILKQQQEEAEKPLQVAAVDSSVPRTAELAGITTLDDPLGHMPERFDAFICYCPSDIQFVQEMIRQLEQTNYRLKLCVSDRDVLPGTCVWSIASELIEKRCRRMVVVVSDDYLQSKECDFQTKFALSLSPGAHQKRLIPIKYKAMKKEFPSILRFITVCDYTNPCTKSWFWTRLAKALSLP
APP 5'UTR act: activates APP 5'UTR luciferase reporter; SH-SY5Y APP 5'UTR luciferase reporter, luminescence; zero percent = DMSO vehicle wells; activation, % at 2 µM; 190,000 compounds, 1% hits; AID 1276;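 active means activation above a set limit, based on mean plus 3 SD of controls, cut at about 140% in these data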; further: values of inactives mirror those of a sister screen read the other way
STAT1 activator: STAT1 signaling activation; NIH 3T3 STAT1-luciferase reporter, IFN-gamma, luminescence; 100% = IFN-gamma alone, no compound; activation (% of control), % at 5.5 µM; 200,000 compounds, 2.6% hits; AID 932;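 active means activation above the screen-wide mean activation plus 3 SD, cut at about 130% in these data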;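 further: raw ratio to IFN-gamma control signal so 100% means no change and 0% no light; values of inactives mirror those of a sister screen read the other way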
FLuc inh counter: inhibits firefly luciferase, flagging false hits in luciferase inhibition screens | ATPLite firefly luciferase biochemical luminescence, 10 min | AID 1006 | 200,000 compounds, 1.5% hits | inhibition, % at 10 µM;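 active means inhibition above about 50% when tested at 10 µM, limit read from the data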
Diaph inh CS: counter-screen for diaphorase-based assays: diaphorase inhibitors and chemical oxidizers. 190,000 compounds, 0.69% hits. diaphorase resazurin-to-resorufin fluorescence, NADH, 16 min; bacterial (C. kluyveri) enzyme, not human. inhibition, % at 20 µM;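 active means primary screen inhibition at 20 µM above a set limit, cut at about 50% in these data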;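 further: plate controls were DMSO with full reaction for no effect and wells lacking NADH for full effect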
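Test system: bacterial diaphorase enzyme (C. kluyveri); Quantity: 0.14 U/mL diaphorase, enzyme working solution; Times: reaction incubation of 16 min at room temperature; Measured by: fluorescence of resorufin formed from resazurin, Ex 544/Em 590 nm; Benchmarks: positive control minus NADH, DMSO neutral control.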
The depositor's hits bear a star; . = not tested or not shown.

SMILES	FLuc stim CS	APP 5UTR inh	Diaphorase act	NF-kB expr up	G6PDH counter	TLR4-MyD88 BLA	APP 5'UTR act	STAT1 activator	FLuc inh counter	Diaph inh CS
Cc1cc(C)nc(NC(=O)Cc2cccs2)n1	1.1	6	0.9	1.5	2	-4	-6	97	-7	7
O=C(NC1CCCCC1)c1ccccc1NC(=S)NC(=O)C1CCC1	1	2	1.1	0.99	9	-7	-2	91	-3	-5
CCOC(=O)c1cnc2ccc(Cl)cc2c1NCCN(C)C	1	4	1.1	1.7	2	14	-4	100	-4	-14
O=C(O)CCN1CC2([N+](=O)[O-])CC=C(OCCO)C([N+](=O)[O-])(C1)C2 (stereo not drawn)	1.1	-11	1	1	6	-17	11	94	-5	-3
Nn1cc(-c2ccccc2)nc1SCC(=O)N1CCN(S(=O)(=O)c2ccc(Cl)cc2)CC1	1	-10	0.5	0.85	3	-10	10	107	-3	54*
COCCn1c(SCc2c(F)cccc2Cl)nc2c1c(=O)[nH]c(=O)n2C	1.1	14	0.9	0.75	-14	5	-13	102	-8	13
CCN(CC(=O)NC(c1ccccc1)c1ccccc1)Cc1nc2ccccc2c(=O)[nH]1	1	-4	0.9	0.68	6	2	4	91	-4	8
COc1ccc(C(=O)/C=C/c2cn(CN3CCN(C)CC3)c3ccccc23)cc1	0.9	-52	0.9	6.5*	0	18	52	113	13	12
O=C(Nc1ccccc1)c1cc2n(n1)C(C(F)(F)F)CC(C1CC1)N2 (stereo not drawn)	1	-86	0.8	2.3	4	4	86	142*	0	16
O=S1(=O)CCC(NC(=S)NCCNC(=S)NC2CCS(=O)(=O)C2)C1 (stereo not drawn)	1.1	7	0.9	1.2	-12	-13	-7	99	-9	13
CC(=O)c1c(C)[nH]c(C(=O)CN2C(=O)NC(C)(CCC(C)C)C2=O)c1C (stereo not drawn)	1.1	-14	1	0.59	9	-4	14	100	-10	0
CC(C)C1N(c2ccccc2)C(N)=C(C#N)C1(C#N)C#N (stereo not drawn)	1	.	0.8	1	-16	3	.	89	-3	17
O=C(Nc1ccccc1)C1=C[C@@H](c2ccccc2)C[C@@H](OCc2ccc(CO)cc2)O1	1	13	0.6	1.7	-2	7	-13	112	4	37
COc1cc(/C=C(\NC(C)=O)C(=O)Nc2cccc(O)c2)ccc1OC(C)=O	1	-6	0.8	1.1	4	5	5	98	-3	16
COc1ccc(C(=O)Nc2cccc3cccnc23)cc1OC	1	-13	0.9	0.63	-5	0	13	103	4	8
O=C(Nc1ccccc1F)C1CCN(C(=O)Cc2ccccc2)CC1	1	-3	0.9	0.9	7	-21	3	103	-1	6
CC(=O)c1cccc(NC(=O)Nc2ccc(C(=O)N3CCCC3)cc2)c1	0.4	-22	0.9	1.1	13	4	22	87	61*	14
COc1ccc(NS(=O)(=O)c2cccc(-c3nnc4n3CCCCC4)c2)cc1	1	6	0.9	1	4	1	-6	102	-4	10
COc1ccc(N2C(=S)N=C(Nc3cccc(C)c3)C23CCCCC3)cc1	1	8	0.9	1.2	0	0	-8	96	-4	6
O=C(COC(=O)C12CC3CC(CC(C3)C1)C2)Nc1nc2c(F)c(F)c(F)cc2s1	1.1	-11	0.7	0.96	-2	17	11	99	-8	26
O=C(Cc1nc2ccccc2[nH]1)c1ccc(Br)cc1	0.9	-6	1	2	2	-1	6	126	13	-2
COc1ccc(Nc2nc3ccc(C)cc3cc2C#N)c(OC)c1	1	4	0.9	1.2	-16	-3	-4	94	3	12
COC(=O)c1ccc(N2CCN(C(=O)c3ccccc3)CC2)c(NC(C)=O)c1	1.1	8	0.9	1.3	4	6	-8	101	-6	8
Cc1cc(N2CCN(C)CC2)nc(N2CCOCC2)n1	1.1	-18	0.9	1	-2	1	18	90	-6	10
CC(C)CC(OC(=O)c1cccs1)C(=O)NCc1ccco1 (stereo not drawn)	1.1	2	1	1	0	-13	-2	93	-11	0
(list continues)
SMILES	FLuc stim CS	APP 5UTR inh	Diaphorase act	NF-kB expr up	G6PDH counter	TLR4-MyD88 BLA	APP 5'UTR act	STAT1 activator	FLuc inh counter	Diaph inh CS
CCN1CCCC1CNC(=O)c1cc2c(=O)n(C)c3ccccc3c2n1C (stereo not drawn)	1	4	0.8	1.2	-24	-12	-4	111	-2	21
O=C(C1=C(O)C(=O)N(CCN2CCOCC2)C1c1ccccc1)c1cccs1 (stereo not drawn)	.	-9	.	.	.	-4	9	97	.	.
COc1cccc(NC(=S)NCc2ccc3c(c2)cc(C)n3C)c1	1.1	-10	0.8	1.3	3	-5	10	98	-6	18
N#CCCN(Cc1cccnc1)C(=O)Nc1ccc(Cl)c(Cl)c1	1.1	12	0.9	0.93	-3	-4	-12	104	-10	6
CSc1cccc(NC(=O)Cn2cccc2)c1	1	-4	1	1.3	4	-6	4	95	-1	5
CC(NC(=O)c1noc2c1CCCC2)c1ccccc1 (stereo not drawn)	1	6	0.9	1.3	3	-15	-6	95	-4	9
Cc1c(C(=O)OCC(=O)N(C)c2ccccc2)cccc1[N+](=O)[O-]	1.1	6	0.8	1	12	10	-6	97	-5	16
Cc1ccc(S(=O)(=O)Cc2ccc(C(=O)N3CCc4ccccc4C3)o2)cc1	1.1	4	0.8	0.9	0	-3	-4	100	-8	17
CSc1ccc(CNc2ccc(C)cc2)cc1	0.9	-60	0.9	1.5	1	-6	60	118	6	10
CC(=O)Nc1sc2c(c1C#N)CCC(C)C2 (stereo not drawn)	1	-17	0.9	1.3	15	3	17	110	2	8
Cn1sc(NC(=O)c2ccccc2)nc1=O	0.8	.	0.9	1.2	2	2	.	107	20	7
Cc1ccsc1C=C1C(=O)c2ccccc2C1=O	0.3	-12	0.8	0.79	-3	-11	11	105	73*	20
Cc1cc(C)cc(Oc2nc(C(F)(F)F)nc3ccccc23)c1	1	7	0.8	1.3	-9	-1	-7	99	-3	23
CCOC(=O)c1c(NC2=NS(=O)(=O)c3ccccc32)sc2c1CCCCC2	1.1	10	0.8	0.58	-45	-8	-10	110	-5	19
O=C(O)c1ccc(-n2c(-c3cc(-c4ccco4)[nH]n3)n[nH]c2=S)cc1	1	-4	0.6	0.99	4	4	4	96	0	38
COc1ccc(/C=N/NC(=O)c2csc(-n3nc(C)cc3C(F)(F)F)n2)cc1	1	3	0.9	1.3	-39	7	-3	96	-1	11
COc1ccc(-c2oc3ncnc(NCCN4CCOCC4)c3c2-c2ccc(OC)cc2)cc1	1.1	-6	0.8	0.41	8	-18	6	95	-6	19
CCOc1ccc(NS(=O)(=O)c2cc(OCC(N)=O)c(C)cc2Cl)cc1	1	-8	0.9	1.1	11	-1	8	93	-2	6
CN(CC(=O)Nc1ccc(S(=O)(=O)N2CCCC2)cc1)CC(=O)Nc1cccc(F)c1	1	0	0.9	0.91	8	8	0	97	-4	6
O=[N+]([O-])c1ccc(O)c(/C=N/Nc2ccccc2Cl)c1	1	-68	0.9	1.3	-2	3	68	124	1	9
COCCCNC(=O)C(=O)NC1CCCCC1C (stereo not drawn)	1.1	3	1.1	1.4	6	8	-3	101	-8	-9
Cc1ccccc1NC(=O)CSCCN1C(=O)c2ccccc2C1=O	1	-19	1	1.1	12	12	19	93	4	1
COc1ccc(N2CCN(Cc3cc(=O)oc4ccc(C)cc34)CC2)cc1	1	6	0.9	1	8	-2	-6	107	-2	13
O=C(c1ccccc1)c1nn(-c2ccc(Cl)cc2)c(=O)cc1C(F)(F)F	1	-6	0.9	2.1	-5	9	6	114	-1	12
O=C(O)c1ccccc1C(=O)N1N=C2/C(=C/c3cccc([N+](=O)[O-])c3)CCCC2C1c1cccc([N+](=O)[O-])c1 (stereo not drawn)	1	-12	0.9	1.1	0	-5	12	110	-1	6
COC(=O)CSc1nnc(CNc2ccc(Cl)cc2)n1Cc1ccccc1	1.1	-30	0.9	1.3	2	13	30	104	-9	14
CCCN(CCC)C(=O)CSc1nc2ccccc2c(=O)n1C1CCCC1	1.1	0	0.8	0.74	-28	4	0	90	-12	20

Structures above that contain an aryl methoxy group:
SMILES	FLuc stim CS	APP 5UTR inh	Diaphorase act	NF-kB expr up	G6PDH counter	TLR4-MyD88 BLA	APP 5'UTR act	STAT1 activator	FLuc inh counter	Diaph inh CS
COc1ccc(C(=O)/C=C/c2cn(CN3CCN(C)CC3)c3ccccc23)cc1	0.9	-52	0.9	6.5*	0	18	52	113	13	12
COc1cc(/C=C(\NC(C)=O)C(=O)Nc2cccc(O)c2)ccc1OC(C)=O	1	-6	0.8	1.1	4	5	5	98	-3	16
COc1ccc(C(=O)Nc2cccc3cccnc23)cc1OC	1	-13	0.9	0.63	-5	0	13	103	4	8
COc1ccc(NS(=O)(=O)c2cccc(-c3nnc4n3CCCCC4)c2)cc1	1	6	0.9	1	4	1	-6	102	-4	10
COc1ccc(N2C(=S)N=C(Nc3cccc(C)c3)C23CCCCC3)cc1	1	8	0.9	1.2	0	0	-8	96	-4	6
COc1ccc(Nc2nc3ccc(C)cc3cc2C#N)c(OC)c1	1	4	0.9	1.2	-16	-3	-4	94	3	12
COc1cccc(NC(=S)NCc2ccc3c(c2)cc(C)n3C)c1	1.1	-10	0.8	1.3	3	-5	10	98	-6	18
COc1ccc(/C=N/NC(=O)c2csc(-n3nc(C)cc3C(F)(F)F)n2)cc1	1	3	0.9	1.3	-39	7	-3	96	-1	11
COc1ccc(-c2oc3ncnc(NCCN4CCOCC4)c3c2-c2ccc(OC)cc2)cc1	1.1	-6	0.8	0.41	8	-18	6	95	-6	19
COc1ccc(N2CCN(Cc3cc(=O)oc4ccc(C)cc34)CC2)cc1	1	6	0.9	1	8	-2	-6	107	-2	13
